Pf apPOL block: Pf-apPOL DNA polymerase inhibition | 0.25% of 210,000 active | inhibition, % at 10 µM | AID 1794808 | Recombinant Pf-apPOL, molecular beacon fluorescence, 1.5 h
mHTT-CaM PPI inh: inhibitors of human mutant huntingtin-calmodulin interaction; 3.6% of 190,000 active; P42858; inhibition, % at 15 µM; AlphaScreen His-mHTT/GST-CaM binding, luminescence; AID 1671202;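 also: 0% = both proteins with DMSO and 100% = one protein alone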
Target sequence (P42858 whole entry, looked up, stated change not applied): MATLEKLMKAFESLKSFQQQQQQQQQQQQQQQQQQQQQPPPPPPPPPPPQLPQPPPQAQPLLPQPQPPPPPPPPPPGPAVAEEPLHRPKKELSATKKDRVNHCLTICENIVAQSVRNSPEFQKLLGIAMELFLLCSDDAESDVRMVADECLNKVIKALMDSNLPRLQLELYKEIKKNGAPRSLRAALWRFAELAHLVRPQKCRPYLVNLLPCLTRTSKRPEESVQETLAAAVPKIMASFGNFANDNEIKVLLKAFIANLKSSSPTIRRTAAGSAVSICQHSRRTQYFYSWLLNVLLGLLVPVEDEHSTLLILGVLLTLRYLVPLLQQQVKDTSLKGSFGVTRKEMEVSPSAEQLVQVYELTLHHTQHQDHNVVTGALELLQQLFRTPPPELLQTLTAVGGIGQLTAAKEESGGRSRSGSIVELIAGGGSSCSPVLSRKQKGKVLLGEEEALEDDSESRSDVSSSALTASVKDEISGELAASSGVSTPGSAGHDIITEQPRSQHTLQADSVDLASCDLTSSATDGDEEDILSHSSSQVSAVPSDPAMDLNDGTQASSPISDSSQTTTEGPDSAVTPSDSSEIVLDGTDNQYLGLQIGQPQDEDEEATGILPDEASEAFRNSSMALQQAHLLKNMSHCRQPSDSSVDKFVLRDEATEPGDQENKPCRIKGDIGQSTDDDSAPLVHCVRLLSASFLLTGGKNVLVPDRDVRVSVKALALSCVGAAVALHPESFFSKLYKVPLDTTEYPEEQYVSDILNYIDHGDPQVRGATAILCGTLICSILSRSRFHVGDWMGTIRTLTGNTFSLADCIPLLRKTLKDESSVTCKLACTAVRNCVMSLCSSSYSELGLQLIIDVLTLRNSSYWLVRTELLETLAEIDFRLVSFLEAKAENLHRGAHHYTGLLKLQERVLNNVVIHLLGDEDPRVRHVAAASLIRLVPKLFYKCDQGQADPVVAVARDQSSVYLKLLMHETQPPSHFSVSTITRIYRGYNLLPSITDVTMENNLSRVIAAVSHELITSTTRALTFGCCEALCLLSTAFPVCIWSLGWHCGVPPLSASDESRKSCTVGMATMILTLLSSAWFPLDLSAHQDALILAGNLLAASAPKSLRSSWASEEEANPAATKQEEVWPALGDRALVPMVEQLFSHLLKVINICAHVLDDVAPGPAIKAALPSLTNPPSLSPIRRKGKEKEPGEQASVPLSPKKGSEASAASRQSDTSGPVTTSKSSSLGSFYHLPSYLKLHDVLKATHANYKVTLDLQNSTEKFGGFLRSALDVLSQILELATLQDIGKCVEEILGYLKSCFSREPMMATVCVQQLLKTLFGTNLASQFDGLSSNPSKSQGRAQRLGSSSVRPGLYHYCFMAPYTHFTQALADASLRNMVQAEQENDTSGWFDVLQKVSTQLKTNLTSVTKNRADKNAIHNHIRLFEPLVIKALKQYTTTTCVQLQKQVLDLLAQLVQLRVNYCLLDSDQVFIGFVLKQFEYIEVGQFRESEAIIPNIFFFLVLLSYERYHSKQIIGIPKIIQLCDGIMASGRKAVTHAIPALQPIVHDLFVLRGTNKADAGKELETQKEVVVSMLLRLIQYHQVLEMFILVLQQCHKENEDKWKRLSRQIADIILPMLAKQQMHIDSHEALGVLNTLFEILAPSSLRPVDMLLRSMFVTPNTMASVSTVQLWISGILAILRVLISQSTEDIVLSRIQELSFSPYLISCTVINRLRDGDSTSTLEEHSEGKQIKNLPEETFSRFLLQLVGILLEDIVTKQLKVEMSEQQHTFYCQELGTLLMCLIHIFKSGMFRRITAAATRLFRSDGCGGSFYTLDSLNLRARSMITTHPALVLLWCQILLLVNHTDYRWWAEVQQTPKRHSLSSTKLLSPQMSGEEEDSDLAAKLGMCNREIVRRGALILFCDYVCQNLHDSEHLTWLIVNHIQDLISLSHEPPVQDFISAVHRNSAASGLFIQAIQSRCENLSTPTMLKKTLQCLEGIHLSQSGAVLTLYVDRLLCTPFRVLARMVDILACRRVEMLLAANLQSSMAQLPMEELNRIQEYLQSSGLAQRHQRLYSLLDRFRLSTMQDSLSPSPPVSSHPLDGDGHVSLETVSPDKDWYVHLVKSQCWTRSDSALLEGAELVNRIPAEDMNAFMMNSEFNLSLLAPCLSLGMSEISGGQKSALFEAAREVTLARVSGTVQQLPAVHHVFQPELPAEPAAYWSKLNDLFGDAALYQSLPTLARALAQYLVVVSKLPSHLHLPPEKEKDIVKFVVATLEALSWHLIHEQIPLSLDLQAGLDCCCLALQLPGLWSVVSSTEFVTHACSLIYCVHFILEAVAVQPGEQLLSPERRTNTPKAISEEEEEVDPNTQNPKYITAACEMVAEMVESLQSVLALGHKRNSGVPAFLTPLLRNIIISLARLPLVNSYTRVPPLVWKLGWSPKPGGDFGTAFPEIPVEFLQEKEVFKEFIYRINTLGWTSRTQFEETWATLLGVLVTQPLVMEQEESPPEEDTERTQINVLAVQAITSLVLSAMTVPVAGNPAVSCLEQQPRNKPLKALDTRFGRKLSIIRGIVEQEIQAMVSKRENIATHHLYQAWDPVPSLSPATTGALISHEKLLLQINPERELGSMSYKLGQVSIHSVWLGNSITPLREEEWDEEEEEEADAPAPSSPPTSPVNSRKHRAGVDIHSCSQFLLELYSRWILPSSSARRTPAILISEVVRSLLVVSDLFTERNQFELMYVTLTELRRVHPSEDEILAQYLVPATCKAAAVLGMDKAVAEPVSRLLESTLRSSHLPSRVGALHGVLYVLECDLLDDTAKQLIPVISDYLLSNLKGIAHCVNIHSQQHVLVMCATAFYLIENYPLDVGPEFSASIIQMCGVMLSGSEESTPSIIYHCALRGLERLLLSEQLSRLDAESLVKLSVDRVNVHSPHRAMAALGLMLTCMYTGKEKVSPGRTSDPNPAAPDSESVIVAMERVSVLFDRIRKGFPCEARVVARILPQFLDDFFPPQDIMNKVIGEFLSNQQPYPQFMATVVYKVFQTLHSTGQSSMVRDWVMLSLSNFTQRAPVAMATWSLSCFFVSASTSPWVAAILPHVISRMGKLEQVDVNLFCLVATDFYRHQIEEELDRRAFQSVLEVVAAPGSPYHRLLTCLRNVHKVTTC
An asterisk follows results filed as active; nt = no result given; & = joins results of further samples. Rule as the data show it: active = inhibition above about 50%; inactive = the rest.

SMILES	Pf apPOL block	mHTT-CaM PPI inh
CSc1nnc2c(n1)OC(c1cc3c(cc1Br)OCO3)Nc1ccccc1-2 (stereo not drawn)	84.8*	0.0
COCCNC(=O)c1ccc(CN(c2ccc(C)c(C)c2)S(C)(=O)=O)cc1	-5.8	1.4
Cc1ccc(N2C(=O)CC(N3CCN(c4ccc(F)cc4)CC3)C2=O)cc1Cl (stereo not drawn)	-0.9	2.7
O=C(NC1CCN(C(=O)C2CC2)C1)C1CC1 (stereo not drawn)	-4.9	0.3
O=C(CN1CCN(c2ccccc2)C1=O)N1CCN(C(=O)C2CCCO2)CC1 (stereo not drawn)	-9.3	-17.3
COc1ccc(CN2CCc3nc(Nc4cccc(OC)c4)ncc3C2)cc1	-2.4	25.2
CC(=O)N1C(C(=O)O)CSC1c1c(F)cc(F)cc1F (stereo not drawn)	-4.9	2.0
COCCn1c(C2CCN(S(=O)(=O)c3cc(F)ccc3C)C2)nc2ccncc21 (stereo not drawn)	1.3	0.9
COc1ccc2nc(NS(=O)(=O)c3ccc(NC(C)=O)cc3)sc2c1	1.8	0.0
COCCn1c(C2CCN(C(=O)Cc3c(F)cccc3Cl)C2)nc2ccncc21 (stereo not drawn)	0.2	1.5
CC(=O)Nc1ccc2c(c1)C(N1CCOCC1)=Nc1cc(Cl)ccc1O2	-10.0	35.2
O=C(Nc1ccc(Br)cn1)c1sc2ccccc2c1Cl	-10.3	0.0
CCOc1ccc(C(=O)Nc2ccc3c(c2)C(=O)N(C)C3=O)cc1Cl	-7.3	1.3
COc1ccc(C)cc1NC(=O)c1cc2nc(-c3ccco3)cc(C(F)(F)Cl)n2n1	-4.2	13.0
CNC(=O)C1CN(C(=O)c2ccc(C)c(F)c2)CC12CCCC2 (stereo not drawn)	2.7	3.3
COc1cc(-c2c(C#N)c(N)n3c(nc4ccccc43)c2C#N)ccc1OCCCC#N	-5.7	19.0
Nc1cc(=O)[nH]c(=S)[nH]1	nt	-7.5
Cc1cc(C)n(-c2ccc(C(=O)NCc3ccc(C(C)C)cc3)cn2)n1	0.3	-4.4
O=C(CCc1csc2nc(C3CC3)cn12)NCc1cccs1	-7.1	-4.0
O=C(Nc1ccc(Cl)cc1F)c1cc(S(=O)(=O)O)ccc1F	-3.2	1.0
O=C1Nc2ccccc2C1=NC1CCN(Cc2ccccc2)CC1	-15.7	nt
CC(=O)c1sc(-c2ccc(F)cc2)cc1Br	-8.0	nt
CN(CC(=O)NCCC1=CCCCC1)S(=O)(=O)c1ccc(Br)s1	-11.3	0.0
CCN1c2ccc(F)cc2C(=O)NC12CCN(C(=O)c1cc(C)cc(C)c1)CC2	-4.2	-1.2
O=C(CSc1nsc(SCC(=O)N2CCCCC2)n1)N1CCCCC1	4.7&3.2	-0.1&4.0&3.6
(listing goes on)
SMILES	Pf apPOL block	mHTT-CaM PPI inh
CC12NC(=O)NC(c3cc(Cl)ccc3O1)C2C(=O)Nc1ccc(Cl)cc1 (stereo not drawn)	-4.1	2.0
Cn1cc(C(=O)c2ccc(Cl)cc2)cc1C=C(C#N)C(=O)c1ccc(Cl)cc1	0.6	nt
COc1cc(CSc2nnc(NC(=O)Nc3cccs3)s2)cc(OC)c1	5.8	13.8
CC(C)(C)C1CCC2(CC1)NC(=O)N(CC(=O)N1CCN(c3ccc(F)cc3)CC1)C2=O (stereo not drawn)	-4.2	-1.9
CCN(CC)C(=O)c1n[nH]c2c1CN(C(=O)Cc1ccc(F)cc1F)CC2	-3.0	-2.8
O=C(ON1C(=O)CCC1=O)c1ccccc1Cl	14.2	nt
COc1ccc(CCNC(=O)c2ccc3c(c2)ncn3C2CCCC2)cc1OC	-11.5	9.0
Cc1ccc(N(Cc2ccc(C(=O)NCC3CCCO3)cc2)S(C)(=O)=O)cc1C (stereo not drawn)	-14.2	4.7
Cc1ccc(-c2cncc(C(=O)NCc3cccc(C)c3)c2)cc1	-16.0	-1.3
C[C@H]1[C@@H](OC(=O)NCc2cccc(Cl)c2)CC[C@@]23CCCN2C(=O)CCC[C@@H]13	-7.5	-0.5
COc1ccc(-c2ccc(C(=O)N3CCCC3C)s2)c(OC)c1OC (stereo not drawn)	-3.4	13.4
Cc1cc(C)c(/C=C/C(=O)c2cccs2)c(C)c1	-1.1	-59.1
Cc1ccc(-n2nc3c(c2NC(=O)COc2ccc(Cl)cc2)CSC3)cc1	-11.4	2.0
COc1ccc(N2CCN(C(=O)c3ccccc3C)C(C)C2=O)cc1 (stereo not drawn)	-1.9	-1.5
CCN1CCCc2cc(C(=O)NCc3cccnc3)sc21	-3.4	-3.3
CC(=O)N1CCc2sc(S(=O)(=O)Nc3cccc(C)c3)cc2C1	-4.5	-4.9
Cc1c(Cl)cccc1N1C(=O)CSC1c1ccc([N+](=O)[O-])cc1 (stereo not drawn)	4.8	11.0
Cc1cccc(NC(=O)COc2coc(CN3CCN(c4ccccc4)CC3)cc2=O)c1C	4.2	1.2
O=C(Nc1ccncc1)C1(c2ccccc2)CCCC1	2.6	2.1
CCC1CN(C(=O)Nc2ccc(F)cc2)c2ccccc2O1 (stereo not drawn)	-7.3	-9.8
COc1cc(C)nc2ccc(NC(=O)Nc3cccc(C(F)(F)F)c3)cc12	3.9	0.0
COc1cccc(-c2cn3c4c(=O)n(C)c(=O)n(C)c4nc3n2-c2ccc(C)c(C)c2)c1	-5.0	3.0
Cc1c(C(=O)Nc2ccccn2)sc2nc(-c3ccccc3)cn12	-24.1	7.8
COc1ccc(C(=O)c2ccco2)cc1	55.8*	-4.8
Cc1ccc(NC(=O)CSc2nc3c(c(=O)n2-c2ccc(F)cc2)SCC3)c(C)c1	11.6	-1.0
Additional results follow:
SMILES	Pf apPOL block	mHTT-CaM PPI inh
COc1ccc(OC)c(NC(=O)c2cc(S(=O)(=O)NCCC3=CCCCC3)ccc2F)c1	2.0	48.0
Nc1nc(Nc2ccccc2Cl)nc2ccccc12	3.4	-7.4
c1ccc2c(CSCc3csc4ccccc34)csc2c1	2.2&-4.2	nt
NC(=O)c1cc2nc(-c3ccco3)cc(C(F)(F)Cl)n2n1	-5.1	5.0
CCOc1ccc(C2=CC(c3ccccc3F)n3ncnc3N2)cc1Cl (stereo not drawn)	-10.7	11.0
O=C(Nc1nc2ccc(Cl)cc2s1)c1ccc(N2CCOCC2)c([N+](=O)[O-])c1	1.2	15.4
O=C(CN1C(=O)CCCc2ccccc21)NCCc1ccc(Cl)cc1	-3.8	-5.1
CC(Oc1cccc(Cl)c1)C(=O)NN (stereo not drawn)	-8.7	-0.6
COC(=O)CCC(=O)NC1CCc2[nH]c3c(C)cccc3c2C1 (stereo not drawn)	-0.5	24.5
NC(=O)C1CCN(C(=O)Nc2cc3ccccc3s2)CC1	-8.7	nt
Brc1cccc(CN2CCN(Cc3cccnc3)CC2)c1	5.1	4.1
CCC1CCCCN1CCCNC(=O)CC1CCN(C(=O)c2[nH]c(C)c(C)c2C)CC1 (stereo not drawn)	2.4	9.6
O=C(c1ccoc1)N1CCc2[nH]nc(-c3ccc(F)cc3)c2C1	-6.2	9.9
COc1cc(OC)cc(N2CCN(Cc3ccccc3F)C(C)C2=O)c1 (stereo not drawn)	-1.1	29.2
Cc1c(C(=O)NC2CCCC2)oc2ccc(S(=O)(=O)N3CCCCCC3)cc12	6.0	2.0
CCCn1c(C2CCN(C(=O)Nc3ccccc3)C2)nc2cccnc21 (stereo not drawn)	-2.7	1.5
Cc1ccc([N+](=O)[O-])cc1-c1ccc(/C=C(\C#N)c2nc3ccccc3[nH]2)o1	-10.1	12.5
O=C(c1ccccc1F)N1CCCCC1c1nncn1CC1CC1 (stereo not drawn)	5.0	-3.8
O=C(c1ccco1)c1coc2ccc(O)cc12	12.9&47.5	-4.4
CC(C)C[C@H]1COc2cccc(N3CCSCC3)c2S(=O)(=O)N1C	-5.3	-17.1
CC1CCCN(C2CCN(c3c4c(nc5ncnn35)CCCC4)CC2)C1 (stereo not drawn)	-2.0	-8.8
Brc1ccc(CN2CCN(Cc3ccc4c(c3)OCO4)CC2)s1	0.2	14.9
COc1ccc(C2/C=C\CN(C(=O)Nc3ccccc3-c3ccccc3)CC(=O)N2Cc2ccc(F)cc2)cc1 (stereo not drawn)	-1.2	60.3*
COc1ccc(N2C3=C(CC4=C2CC(C)(C)CC4=O)C(=O)CC(C)(C)C3)cc1	-2.3	33.0
N#CC(=Cc1ccc[nH]1)C(=O)NCC1CCCO1 (stereo not drawn)	-4.2&7.3	nt
Additional structures follow.
SMILES	Pf apPOL block	mHTT-CaM PPI inh
O=C(NCCc1ccccc1)N1CCc2nc(-c3ccccc3)ncc2C1	-4.6	-2.6
Cc1occc1C(=O)Nc1sc(C)c(C)c1C(N)=O	-3.0	16.6
O=C(Nc1cccc(F)c1)O[C@@H]1C[C@H]2C[C@@H]1[C@H]1CCCCN1[C@H]2Cc1ccccc1	-5.4	-5.9
COc1ccc2nc(SCC(=O)Nc3ccc(Br)cc3)[nH]c2c1	-2.4	1.7
Cc1cccc(NC(=O)N2CCc3nc(-c4ccc(F)cc4)ncc3C2)c1C	-6.5	2.1
Cc1cc(N2CCN(C)CC2)nc2ccc(NC(=O)NCc3cccs3)cc12	-7.6	6.3
S=C(NN=C1CSCc2ccccc21)Nc1cc(Cl)ccc1Cl	1.7	nt
N#CC1=C(N)OC2=C(C(=O)CCC2)C1c1coc2ccccc2c1=O (stereo not drawn)	-6.9	-2.7
O=[N+]([O-])c1ccc2c(c1)oc1ccc(S(=O)(=O)Nc3ccc4c(c3)OCCO4)cc12	nt	44.5
Cc1ccccc1N1CCC(C(=O)NCc2cccc(C(F)(F)F)c2)C1=O (stereo not drawn)	-0.4	10.8
Cc1ccc(CN2C(=O)c3ccccc3C2C(=O)NC2CCCC(C)C2C)cc1 (stereo not drawn)	-12.7	11.0
O=C(O)c1cc2c([nH]c1=O)CCC2	-0.2	-8.2
C=CCN(CC=C)S(=O)(=O)c1cc(Cl)ccc1Cl	nt	-54.3
CC1=C(C(N)=O)C(c2cccs2)n2nc(SCc3ccccc3)nc2N1 (stereo not drawn)	-5.6	3.0
N#CSCc1ccc([N+](=O)[O-])o1	5.4	nt
COc1ccc(-c2nc3cc(NC(=O)c4ccccc4[N+](=O)[O-])ccc3o2)cc1Cl	-9.9	1.2
O=C1OC(c2ccccc2Br)=N/C1=C/c1ccccc1[N+](=O)[O-]	-8.0	-2.0
O=C(Nc1c(F)c(F)c(F)c(F)c1F)C1CCCO1 (stereo not drawn)	-1.5	1.7
COc1ccc(N2C(=O)C(C)SC23CCCCC3)cc1 (stereo not drawn)	0.8	-6.0
CC(=O)CCC(=O)OCC(=O)c1ccc(C(F)(F)F)cc1	-14.1	nt
COc1cc(OC)c(NC(=O)C2Oc3ccccc3NC2=O)cc1Cl (stereo not drawn)	0.3	44.7
Cc1ccc(-c2nnc(Cc3nc(C(C)(C)C)no3)o2)cc1F	-2.2	-17.0
O=C(c1ccccc1I)n1cccn1	4.6	6.9
COc1ccc(Cl)cc1N1C(=O)C2CCCN2C1c1sccc1C (stereo not drawn)	-1.4	-2.8
COC(=O)c1sc2ccccc2c1NC(=O)c1cccc(S(C)(=O)=O)c1	1.9	8.4
Next section:
SMILES	Pf apPOL block	mHTT-CaM PPI inh
CCOc1ccccc1CN1CCC(C(=O)N2CCN(c3ccccc3F)CC2)CC1	4.6	-1.8
CCN1C(=O)C(CC(=O)Nc2ccccc2C)SC1=Nc1ccccc1 (stereo not drawn)	1.8	-1.0
O=C(Nc1ccc(Cl)c(C(F)(F)F)c1)[C@@H]1CC=C[C@@H]2CCN(C3CC3)C(=O)[C@@H]21	-6.5	-0.6
CCNC(=O)N1CCN(c2nc(C)nc(C)c2Cc2ccc(C)cc2)CC1	-3.7	-2.0
COCC(=O)Nc1cnc(-c2ccc(OC)cc2)nc1	2.2	-11.7
Cn1cccc1C(=O)N1CCC2(CC1)NC(=O)N(Cc1ccccc1Cl)C2=O	2.3	17.1
COc1ccc(-c2ccccc2)cc1NCc1cccs1	1.1	55.0*
CCCn1c(=N)c(C(=O)NCC2CCCO2)cc2c(=O)n3ccccc3nc21 (stereo not drawn)	-2.7	7.0
O=C(c1ccncc1)N1CCN(C(=O)c2cccc(Cl)c2)CC1	3.3	-3.4
Clc1ccc(Cn2c(CN3CCCC3)nc3ccccc32)cc1	-4.9	nt
CCC(C)NC(=O)c1cnn2c(C)c(Cc3cccc(Br)c3)c(C)nc12 (stereo not drawn)	-3.6	74.0*
COc1ccccc1NC(=S)N1CCc2cc(OC)c(OC)cc2C1COc1ccc2c(C)cc(=O)oc2c1 (stereo not drawn)	-2.2	9.3
